Bioassay records (PubChem)
CYP2C19 activ – increases human CYP2C19 enzyme activity | AID 1025 | activation factor at 5 µM | 96,000 tested, under 10 active | P33261 | recombinant CYP2C19, luciferin-H EGE luminescence; active compounds read high; 0 = fully inhibited enzyme, 1 = untreated enzyme;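 active means activation factor of at least 2 at 5 µM in the primary screen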;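 further: 0 = wells with 2.5 mM tranylcypromine and 1 = vehicle-only wells; values of inactives mirror those of a sister screen read the other way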
Target sequence (P33261 whole entry, looked up): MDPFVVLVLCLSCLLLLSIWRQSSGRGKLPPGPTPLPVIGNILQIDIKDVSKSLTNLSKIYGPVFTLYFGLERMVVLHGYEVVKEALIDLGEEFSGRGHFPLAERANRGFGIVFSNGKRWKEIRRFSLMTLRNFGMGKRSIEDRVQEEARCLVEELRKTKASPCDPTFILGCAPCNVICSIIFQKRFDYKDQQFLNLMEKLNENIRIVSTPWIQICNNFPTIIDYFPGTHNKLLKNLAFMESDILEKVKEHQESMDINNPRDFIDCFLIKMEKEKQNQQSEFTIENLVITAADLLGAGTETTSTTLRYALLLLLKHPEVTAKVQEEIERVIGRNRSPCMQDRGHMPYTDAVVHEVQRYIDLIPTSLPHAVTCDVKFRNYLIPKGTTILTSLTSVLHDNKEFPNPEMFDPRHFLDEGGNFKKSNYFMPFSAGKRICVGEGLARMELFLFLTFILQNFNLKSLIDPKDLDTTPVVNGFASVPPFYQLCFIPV
CYP2C19 inh – human CYP2C19 inhibition. P33261. CYP2C19 Supersomes, luciferin-H EGE luminescence, 30 min. inhibition, % at 5 µM. 21% of 96,000 active. AID 778;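 active means CYP2C19 inhibition above a set limit at 5 µM in the primary screen, cut at about 50% in these data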;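 further: plate controls were negative control wells for no effect and 2.5 mM tranylcypromine positive control for full effect; values of inactives mirror those of a sister screen read the other way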
* = called active by the depositor. These rows are one share of the data (hit frequency here may not be typical).

SMILES	CYP2C19 activ	CYP2C19 inh
CN(C)c1ccc(NC(=S)N(CCc2ccccc2)C2CC(=O)N(c3c(Cl)cccc3Cl)C2=O)cc1 (stereo not drawn)	0.9	13.4
CCOc1[nH]n(-c2ccccc2)c(=O)c1C=Nc1ccc(Cl)cc1	1.2	-22.2
Cc1cc(-c2ccco2)n2c(nc3ccccc32)c1C#N	1.1	-8.7
CC(/C=N/n1c(-c2cccnc2)n[nH]c1=S)=C\c1ccccc1	0.9	5.6
Oc1ccc2ccccc2c1C=Nc1cc(C(F)(F)F)ccc1N1CCCC1	1	-0.8
CCn1c2ccccc2c2cc(NC(=O)COc3ccc(OC)cc3)ccc21	0.4	64.6*
N#Cc1sc2nc(-c3cccs3)cc(-c3ccc(Cl)cc3)c2c1N	0.8	18.9
CCOC(=O)COc1c(OC)cc(Cl)cc1C1Nc2ccccc2C(=O)N1c1cccc(C)c1 (stereo not drawn)	0.1	94.6*
COc1cc(/C=N/NC(=O)c2cccnc2)ccc1OC(=O)c1ccco1	1	-3.9
O=c1c2ccsc2ncn1Cc1ccc(Cl)cc1	0.4	61.2*
COc1ccc(NS(=O)(=O)c2cccs2)c(OC)c1	0.5	54.9*
O=C(CCCC(=O)OCC(=O)c1cccs1)Nc1ccc(Oc2ccccc2)cc1	0.7	25.5
N#CC1=C(Nc2ccccc2)SC=C(c2ccc(Br)cc2)N=C1N1CCOCC1	1	-2.1
COc1ccc(Cn2c(SCc3cc(C)ccc3C)nc3cc(OC)c(OC)cc3c2=N)cc1	0.6	36.8
O=C(CCNc1cc(Cl)cc(Cl)c1)c1cccs1	0.7	28.9
COc1ccc2c(c1)[nH]c(=O)c1sc3ccccc3c12	0.9	5.9
COc1ccccc1N1CCN(/N=C\c2ccc(C)o2)CC1	0.9	5.6
Cc1ccc(C(=O)Nc2ccc(N3CCOCC3)nc2)cc1	0.8	16.7
CN(C)/C(CN1CCCCC1)=C1\N=C(c2ccccc2)OC1=O	0.4	63.8*
Fc1ccc(C[n+]2csc3ccccc32)cc1	0.6	41.7
CCOC(=O)c1sc(NC(=O)c2cc(-c3ccccc3)nc3ccccc23)c(C#N)c1C	1	4.6
CCCCNC(=O)c1onc(CSc2cccc(Cl)c2)c1C(=O)O	0.7	28.1
O=C1COc2ccc(NC(=O)N3CCN(c4ccc(F)cc4)CC3)cc2N1	0.9	8.0
C/C(=C/C(=O)NCc1ccccc1)C(=O)O	1.1	-6.8
O=C(COc1ccccc1O)Nc1ccccc1Cl	0.6	37.0
COc1ccc2cc3cc(C(=O)N4CCN(Cc5ccc6c(c5)OCO6)CC4)oc3nc2c1	0.8	20.1
CCN1C/C(=C\c2cccc(C)c2)c2nc3ccccc3c(C(=O)O)c2C1	0.9	5.5
Cc1ccc(C(=O)Nc2ncc3c(Cl)cccc3n2)cc1	0.7	34.2
COc1ccc(NC(=O)CCNS(=O)(=O)c2ccc3c(c2)CCC(=O)N3)cc1	0.7	30.1
Fc1ccc(CNC(=S)Nc2ccc(Cl)cc2)cc1	0.2	84.4*
CCc1cc2c(=O)c(-c3nc4ccccc4n3C)c(COCC(=O)O)oc2cc1O	0.9	9.2
O=S(=O)(c1ccc(F)cc1)n1ccc(-c2cnc(-c3ccccc3)s2)n1	0.9	13.6
CC(=O)c1ccc(N2CCC(c3cc(-c4ccc(Cl)cc4)n[nH]3)CC2)c([N+](=O)[O-])c1	0.4	56.3*
Cc1ccc(NC(=O)C(=O)NCc2ccc(/C=C(/C#N)C(=O)NCc3cccnc3)o2)cc1	0.9	12.1
Cc1nn(C(=O)c2ccco2)c(C)c1Sc1ccccc1	1	3.7
O=C(Nc1cccc2ncccc12)c1cccc(F)c1	0.9	7.4
Cc1cc(C)c2oc(-c3ccc(C)c(NC(=S)NC(=O)c4cccs4)c3)nc2c1	0.9	7.9
COc1ccccc1Nc1nc(-c2sc(NC(=O)c3ccc([N+](=O)[O-])cc3)nc2C)cs1	0.6	43.7
Cc1cccc(-c2noc(-c3cc4ccccc4oc3=O)n2)c1	0.7	27.2
CCOc1cc(N2CCOCC2)c(OCC)cc1NC(=O)Cc1ccccc1OC	0.7	31.7
CCOC(=O)Cn1nc(/C=C/c2ccc(C(C)C)cc2)ccc1=O	0.9	12.0
CCOC(=O)c1c(NC(=O)CC2SC(N)=NC2=O)sc2c1CCCC2 (stereo not drawn)	0.8	18.1
COc1ccc(-n2cnc3sc(-c4ccccc4)cc3c2=O)cc1	0.9	5.0
Cc1ccc(-c2csc(NC(=O)c3cccc([N+](=O)[O-])c3)n2)cc1	1.1	-8.3
O=C(N/N=C\c1ccc(Cl)cc1)c1sccc1-n1cccc1	0.8	19.7

Sorted by molecular weight (descending): 5 of the compounds above
SMILES	CYP2C19 activ	CYP2C19 inh
CCOC(=O)COc1c(OC)cc(Cl)cc1C1Nc2ccccc2C(=O)N1c1cccc(C)c1 (stereo not drawn)	0.1	94.6*
Cc1cc(C)c2oc(-c3ccc(C)c(NC(=S)NC(=O)c4cccs4)c3)nc2c1	0.9	7.9
CCOc1cc(N2CCOCC2)c(OCC)cc1NC(=O)Cc1ccccc1OC	0.7	31.7
N#Cc1sc2nc(-c3cccs3)cc(-c3ccc(Cl)cc3)c2c1N	0.8	18.9
O=C(CCNc1cc(Cl)cc(Cl)c1)c1cccs1	0.7	28.9

Remaining list, next part
SMILES	CYP2C19 activ	CYP2C19 inh
COc1ccccc1CN1CC(C(=O)NCC2CCCO2)CC1=O (stereo not drawn)	1	-2.2
Cc1nn(CCOc2ccccc2)c(=O)n1-c1cccc(F)c1	0.7	32.4
Brc1ccc(/C=N/Nc2ncnc3c2cnn3Cc2ccccc2)cc1	1	-3.3
Cc1ccc2oc3nc(C)c(C(=O)Nc4cccc(C(F)(F)F)c4)cc3c(=O)c2c1	0.7	26.5
O=C(CSCc1ccccc1Cl)NNC(=S)Nc1ccccc1	0.1	85.9*
Clc1ccc(-c2nc3ncccn3c2Nc2ccc3c(c2)OCCO3)cc1	1.1	-9.4
Cc1ccc(NC(=O)c2ccc(CSc3nnc(-c4ccncc4)n3C)cc2)cc1	0.8	21.7
CCCCC(=O)Nc1ccnc(-c2cccnc2)n1	0	97.8*
O=C(CCc1ccccc1)Nc1cc(C(F)(F)F)ccc1Cl	0.4	62.0*
O=C(NN1C(=O)C2C3C=CC(C4CC34)C2C1=O)c1ccc(Cl)cc1Cl (stereo not drawn)	1	2.0
C=CC(O)Cc1c(C)n[nH]c1C (stereo not drawn)	1	-0.8
Cc1ccc(NC(=O)c2sc3ccccc3c2Cl)nc1	0.8	22.9
O=C(NC(=S)N(CCCCO)C1CCCCC1)c1sc2ccccc2c1Cl	0.6	36.3
O=C(Nc1cccc(C(F)(F)F)c1)c1n[nH]c(Cn2cncn2)n1	0.9	10.2
O=C(Nc1ccccc1)OC(CN1CCCCC1)C(F)(F)F (stereo not drawn)	0.6	43.2
Cc1ccccc1C(=O)NN(C)c1nc2ccccc2nc1C(F)(F)F	0.9	10.5
COc1ccccc1/C=C/C(=O)c1c2c(c(C)[nH]c1=O)CCCC2	0.8	22.7
CCOC(=O)c1nnc(-c2ccc(C)cc2)nc1Oc1ccc(Cl)cc1Cl	0.7	33.4
Cc1ccc(OCC(=O)NNC(=O)c2cccnc2)cc1	1.2	-16.6
N#Cc1c(-c2ccccc2)ccn(Cc2cccc(Cl)c2)c1=O	0.2	77.4*
C=CCNC(=O)c1onc(CSc2cccc3ccccc23)c1C(=O)O	0.4	58.6*
O=C(NCCNS(=O)(=O)c1cccc(C(F)(F)F)c1)c1cc(OCC(F)(F)F)ccc1OCC(F)(F)F	0.2	79.6*
Cc1c(NC(=O)Cn2ccc([N+](=O)[O-])n2)c(=O)n(-c2ccccc2)n1C	1	3.0
COc1cccc(N2CCN(C(=S)Nc3cccc(C)c3)CC2)c1	0.9	10.4
O=c1c2cc(Br)ccc2[nH]c(=S)n1Cc1cccnc1	0.7	26.3
COC(=O)C1C(=O)C2=C(CC1C)NC(=O)CC2c1ccc(O)c(OC)c1 (stereo not drawn)	0.9	5.7
COC(=O)c1ccc(N2CCN(CC(=O)c3ccc(-c4ccccc4)cc3)CC2)c([N+](=O)[O-])c1	0.6	39.4
O=C1CCCc2ccccc2N1Cc1cccc(Cl)c1	0.2	83.6*
CN(CC(=O)Nc1cccc2c1CCCC2)S(=O)(=O)c1ccccc1	0.7	25.5
Cn1cccc1/C=N/NC(=O)Cn1cnc2ccccc21	0.9	14.3
Cc1ccc(-c2cc(C(=O)n3cnc4ccccc43)c3ccccc3n2)cc1C	0.7	33.4
COc1ccc2sc(N3C(=O)CC(Cc4cccc(C)c4)C3=O)nc2c1 (stereo not drawn)	0.9	11.0
CCOC(=O)Nc1ccc(=O)n(Cc2c(Cl)cccc2Cl)c1	0.8	22.8
Cc1cccc(NC(=O)C2(C)CC3c4ccccc4C2c2ccccc23)c1 (stereo not drawn)	1	-1.7
CCN(CC)S(=O)(=O)c1ccc(OC)c(NC(=O)c2cc([N+](=O)[O-])ccc2Cl)c1	0.9	5.1
O=C(/C=C/c1ccccc1)NCCSc1ccc(Cl)cc1	0.9	14.9
CN(CCc1ccccn1)Cc1ccc(Cl)cc1Cl	0.3	67.9*
O=C1CC(c2ccccc2)N1c1ccccc1 (stereo not drawn)	0.7	34.5
Cc1cccc(N(CC(=O)NC2CCCC2)C(=O)c2cc3cc4cccc(C)c4nc3s2)c1C	0.7	34.5
O=C(OCn1ncc(Cl)c(Cl)c1=O)c1ccccc1Cl	0.2	77.5*
O=[N+]([O-])c1ccccc1N/N=C/c1c[nH]c2ccccc12	1.1	-13.0
Cc1ccc(S(=O)(=O)/N=S(/C)c2ccccc2)cc1 (stereo not drawn)	0.9	12.2
O=C(NC(C(=O)c1ccccc1)n1cnccc1=O)c1ccccc1 (stereo not drawn)	0.9	9.5
C=CCNC(=O)c1onc(CSc2ccc(C(C)C)cc2)c1C(=O)O	0.8	20.9
Cc1cccc(-c2nnc(-c3cccc(NC(=O)Cc4cccs4)c3)o2)c1	0.3	71.6*

Fetched by structure from the list above, 5 records:
SMILES	CYP2C19 activ	CYP2C19 inh
CCOC(=O)c1sc(NC(=O)c2cc(-c3ccccc3)nc3ccccc23)c(C#N)c1C	1	4.6
CCCCNC(=O)c1onc(CSc2cccc(Cl)c2)c1C(=O)O	0.7	28.1
CCOC(=O)COc1c(OC)cc(Cl)cc1C1Nc2ccccc2C(=O)N1c1cccc(C)c1 (stereo not drawn)	0.1	94.6*
Cc1c(NC(=O)Cn2ccc([N+](=O)[O-])n2)c(=O)n(-c2ccccc2)n1C	1	3.0
CCOc1cc(N2CCOCC2)c(OCC)cc1NC(=O)Cc1ccccc1OC	0.7	31.7

Further entries.
SMILES	CYP2C19 activ	CYP2C19 inh
COc1ccccc1/C=C/C(=O)NC(=S)Nc1ccc(S(=O)(=O)N(C)c2ccccc2)cc1	0.9	8.9
CSc1nc(O)c(Cc2ccccc2)c(=O)[nH]1	0.7	26.1
COc1cnc(-c2ccccn2)nc1Sc1c(Cl)cccc1Cl	1.1	-5.0
O=c1oc2cc(Oc3c([N+](=O)[O-])cc(C(F)(F)F)cc3[N+](=O)[O-])ccc2c2c1CCCC2	0.7	32.7
O=C(Nc1ccccc1-c1nc2ccccc2[nH]1)c1ccc(S(=O)(=O)N2CCCCC2)cc1	1	4.3
N/C(=N\OC(=O)C12CC3CC(CC(C3)C1)C2)c1ccccc1	0.9	10.1
Cc1cccc(-c2noc(CCCC(=O)Nc3cccnc3)n2)c1	0.8	17.7
O=C(NCCCN1CCOCC1)c1ccc(CS(=O)(=O)Cc2ccccc2Cl)o1	1	4.5
O=C(NNC(=O)c1cc(-c2ccc(Cl)c(Cl)c2)nc2ccccc12)Nc1ccccc1	0.8	17.9
O=C(O)c1cnc(-c2ccccc2)nc1Sc1ccccc1	1.1	-7.1
Cc1ccc(SCc2cc(-c3ccc(Cl)cc3)no2)cc1	0.8	22.0
CC(C)NC(=O)c1onc(CSc2cccc(F)c2)c1C(=O)O	1	-1.1
CC(Sc1nc(-c2ccccc2)cc(C(F)(F)F)n1)C(=O)Nc1sc2c(c1C#N)CCC2 (stereo not drawn)	0.9	13.7
Cc1ccc(Nc2nc(N)nc(CSc3nc4ccccc4s3)n2)cc1	0.7	34.1
COc1ccc(N2CCN(CCNC(=O)c3c(C)cc(=O)oc3C)CC2)cc1	1	-4.8
COc1ccccc1NC(=S)NC(=O)CC(C)C	0.8	23.6
CCOC(=O)C(Oc1ccc2c(-c3ccc(OC)cc3)cc(=O)oc2c1C)c1ccccc1 (stereo not drawn)	0.8	23.4
O=C(Nc1ncc(Cc2cc(Cl)ccc2Cl)s1)c1ccc([N+](=O)[O-])cc1	0.8	20.8
COc1ccc(S(=O)(=O)N2CCN(Cc3c[nH]c4ccccc34)CC2)cc1	0.5	52.4*
CCC(C)(C)n1nnnc1C(c1cc2cc(C)cc(C)c2[nH]c1=O)N1CCN(C(=O)c2ccco2)CC1 (stereo not drawn)	0.9	5.0
Cc1ccc(N2C(=O)C(O)(C(F)(F)F)C3=C2CC(C)(C)CC3=O)cc1C (stereo not drawn)	0.8	19.6
O=C(Cc1ncc(C(F)(F)F)cc1Cl)N1CCN(c2ccccn2)CC1	0.8	17.8
CN(C)CCCN1CC(C(=O)O)CC1=O (stereo not drawn)	1	-3.2
O=C(Nc1ccc(Cl)cc1)OCc1cc(-c2ccccc2)on1	0.2	76.4*
CCn1c(SCC(=O)Nc2ccccc2C(=O)OC)nnc1-c1ccc(N)cc1	0	98.0*
Cn1nnnc1SCc1ccc(C(=O)Nc2ccc(Br)cc2)cc1	1	3.9
O=C(NCc1ccccc1)c1ccc2c(=O)n(CC3CCCO3)c(=S)[nH]c2c1 (stereo not drawn)	0.6	41.1

Profiles from above.
Entry for `CCOC(=O)C(Oc1ccc2c(-c3ccc(OC)cc3)cc(=O)oc2c1C)c1ccccc1` (stereo not drawn) = CYP2C19 activ: 0.8; CYP2C19 inh: 23.4
Entry for `O=C(Nc1ccc(Cl)cc1)OCc1cc(-c2ccccc2)on1` = CYP2C19 activ: 0.2; CYP2C19 inh: 76.4*
